# From PubChem
# esBAF inh – inhibitors of esBAF chromatin remodeling in mouse ES cells; Bmi1-luciferase knock-in reporter, 24 h; 100% = twice the neutral-well signal; reporter increase, % at 12.5 µM; hit rate 2% among 350,000; in the data active means activation above about 40%; inconclusive means no clear call, values can overlap the other calls;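 further: 0% = median of the plate's neutral control wells and 100% = double that signal; a rise in the Bmi1 reporter signal indicates esBAF inhibition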
# PglD DTNB – PglD (C. jejuni) enzyme inhibition. purified PglD enzyme, DTNB colorimetric CoA detection. inhibition, % at 12.5 µM. hit rate 0.098% among 360,000. AID 602405; in the data active means inhibition above about 16%, passing the limit was not always enough; inconclusive means no clear call, values can overlap the other calls; further: strong numbers were not always called active
# RAD52 anneal inh – inhibitors of human RAD52 DNA annealing; AID 651710; P43351; recombinant RAD52 DNA annealing, FRET fluorescence; inhibition, % at 18.7 µM; hit rate 0.46% among 360,000;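 active means every replicate showing at least 50% inhibition; inconclusive means mean inhibition at least 50% but not in every replicate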
# E-sel inducer – E-selectin induction on HUVECs; activation, % at 7.58 µM; hit rate 0.37% among 260,000; P16581; HUVEC E-selectin immunofluorescence imaging; normalized: neutral wells 0, TNF-alpha wells 100;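 active means mean E-selectin-positive cell signal at least 10% of the positive control, reached in at least 60% of replicates, without over 20% cell loss; inconclusive means no rule given, readout overlaps actives, possibly toxicity-flagged; inactive means the rest, including those meeting only one limit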;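 further: in these data hits start at about 27%; measured in HUVEC primary endothelial cells; signal is the percent of cells scored E-selectin positive by PE staining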
#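 Assay system: HUVEC primary endothelial cells. Input: 3,000 HUVEC seeded per well. Doses: one compound dose added by pin transfer. Read-out basis: % PE-positive cells. Benchmarks: TNF-alpha high, DMSO low. Detection: immunofluorescence imaging. Buffer or medium: EGM-2, gelatin.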
# ARNT-TACC3 inh – disrupts binding between human ARNT and TACC3; inhibition, % at 9.99 µM; Q9Y6A5; AlphaScreen His-ARNT PAS-B/GST-TACC3 binding, luminescence; TACC3 fragment carries E629A point mutation; hit rate 0.66% among 390,000;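 active means mean inhibition of replicates at least 50% and at least half of replicates each reaching 50%; inconclusive means half or more replicates reach 50% but mean below 50%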;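 further: 0% = complete ARNT plus TACC3 wells and 100% = ARNT alone without TACC3; many hits fall short of the cut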
# RAD54 inh – inhibitors of human RAD54 branch migration. Q92698. RAD54 Holliday junction branch migration, FAM/BHQ fluorescence. inhibition, % at 10.4 µM. hit rate 0.14% among 360,000. AID 602329;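 active means mean normalized replicate activity at least 40 and at least half of replicates scoring 40 or more; inconclusive means only one of the two criteria met; inactive means mean below 40 and under half of replicates reaching 40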;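 further: 0% = median of neutral control wells and 100% = median of positive control wells; inhibitors cause a drop in the FAM fluorescence signal; in these data hits start at about 50%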
# Casp6 inh – blocks human caspase-6 cleavage activity; P55212; purified caspase-6, Z-VEID-R110 cleavage fluorescence; inhibition, % at 12.5 µM; hit rate 0.53% among 350,000;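 active means mean inhibition across replicates at least about 35%, with every replicate also reaching that limit, limit read from the data; inconclusive means only one of the two criteria met; inactive means neither criterion met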;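 further: 0% = median of neutral control wells and 100% = no fluorescence left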
# Target sequence (P55212 24-179 limits assumed): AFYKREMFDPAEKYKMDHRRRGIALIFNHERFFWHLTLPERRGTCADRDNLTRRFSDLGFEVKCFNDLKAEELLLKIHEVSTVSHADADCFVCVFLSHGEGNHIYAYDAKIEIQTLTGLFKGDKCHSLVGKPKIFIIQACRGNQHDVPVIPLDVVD
# Target sequence (P55212 194-293 limits assumed): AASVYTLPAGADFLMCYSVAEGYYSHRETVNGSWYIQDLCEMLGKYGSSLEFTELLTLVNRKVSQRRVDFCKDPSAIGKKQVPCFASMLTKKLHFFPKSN
# ERp5 inh – blocks human ERp5 reductase activity on insulin; Q15084; ERp5 insulin aggregation, absorbance 650 nm, 90 min; inhibition, % at 9.99 µM; hit rate 0.05% among 350,000; AID 651711;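 active means mean replicate inhibition above about 25%, with every replicate also reaching it, limit read from the data, passing the limit was not always enough; inconclusive means only one of those two criteria met; inactive means neither criterion met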
# Target sequence (Q15084 whole entry, looked up): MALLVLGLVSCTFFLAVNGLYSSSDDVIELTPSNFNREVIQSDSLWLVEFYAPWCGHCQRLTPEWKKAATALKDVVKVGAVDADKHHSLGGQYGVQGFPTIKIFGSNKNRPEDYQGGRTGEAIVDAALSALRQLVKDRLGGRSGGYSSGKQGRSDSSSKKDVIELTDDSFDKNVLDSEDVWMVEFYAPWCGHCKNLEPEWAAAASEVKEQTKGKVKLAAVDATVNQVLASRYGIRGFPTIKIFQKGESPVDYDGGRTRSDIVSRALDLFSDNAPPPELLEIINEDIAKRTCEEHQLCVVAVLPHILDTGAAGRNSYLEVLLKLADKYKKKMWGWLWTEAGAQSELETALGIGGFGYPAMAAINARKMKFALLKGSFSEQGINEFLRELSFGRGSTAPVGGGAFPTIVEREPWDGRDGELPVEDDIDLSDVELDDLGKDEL
# * = called active by the depositor; ? = inconclusive; / = not tested or not shown; & = joins results of further samples.
SMILES,esBAF inh,PglD DTNB,RAD52 anneal inh,E-sel inducer,ARNT-TACC3 inh,RAD54 inh,Casp6 inh,ERp5 inh
CN(C)C(=O)c1cccc(-c2ccc3c(c2)[C@@H]2[C@@H](CCN2Cc2ccccc2F)[C@H](CO)N3)c1,1,1,/,-0.3,7,-12,/,/
COCCNC(=O)C[C@@H]1CC[C@H]2[C@@H](COC[C@@H](O)CN2S(=O)(=O)c2ccccc2C)O1,8,-3,19,0.1,-1,-2,-12,-3
COC(=O)C[C@@H]1C=C[C@@H](NS(=O)(=O)c2cccc(OC)c2)[C@@H](CO)O1,/,/,-5,-0.1,/,/,1,-2
COc1ccc(Nc2nc3ccc(C)cc3cc2C#N)c(OC)c1,/,8,-42,1.7,0,-7,0,-1
CSCCC(NC(=O)c1ccccc1Cl)C(=O)NCCOc1ccc(C)cc1 (centres undefined),-1,-6,-7,0.0,/,7,6,2
O=C(O)c1ccccc1Nc1cccc(C(F)(F)F)c1,-3&2,-6&2,-12,-0.1,-20&-7,-3&1,-3,5
CC(C)C[C@H]1CN=C(Nc2ccccc2)N1CCc1cccc(F)c1,-5,1,/,/,-3,5,/,/
CCOc1ccc(S(=O)(=O)N2CCNC(=O)C2)cc1,-4,-1,-3,/,1,-3,-10,-7
CN1CCN(c2ncnc3c2ncn3[C@H]2CN(C)C[C@@H](CO)O2)CC1,-5,-2,3,-0.1,/,13,-7,-4
COc1ccc(NC(=O)c2cc(-c3ccco3)nc3ccccc23)cc1S(=O)(=O)N1CCOCC1,1,-5,-18,5.7,4,6,17,21
C=CC[C@H](CC(=O)NCCO)C(=O)N[C@@H](COC(=O)[C@H](CC=C)CC(=O)OC(C)(C)C)Cc1c[nH]c2ccccc12,5,3,-3,-0.1,-5,-5,0,-1
CCCNC(=O)N1[C@H](CNC(=O)CC)[C@H](c2ccc(C3=CCCC3)cc2)[C@@H]1CO,0,3,-30,-0.2,1,0,1,-2
O=C(CSCSCC(=O)Nc1ccc2c(c1)OCO2)Nc1ccc2c(c1)OCO2,0,-5,-6,/,2,2,3,4
CN1c2ccc(Br)cc2[C@@H]2[C@@H](CCN2C(=O)C2CC2)[C@@H]1CO,-8,4,-17,0.1,7,-4,-2,0
CC(=O)Nc1cccc(NC(=O)c2cc(C)on2)c1,3,2,-11,/,-2,-10,1,0
COc1cc(C#Cc2c(-c3ccccc3)n(C)c3ccccc23)cc(OC)c1,-13,-3,-48,1.4,-1,0,0,18
COc1ccc(CNC(=O)C[C@@H]2C[C@H]3c4cc(NC(=O)CN(C)C)ccc4O[C@H]3[C@@H](CO)O2)cc1,0,1,8,0.2,-5,5,1,-13
Cc1ccc(S(=O)(=O)N2CCN(C(=O)COC(=O)C3CC3C)CC2)c(C)c1 (centres undefined),3,1,-6,/,9,1,1,-15
O=C1c2ccccc2C(=O)N1CCc1c[nH]c2ccccc12,/,/,-3,5.5,1,/,-2,5
COCC(=O)N1C[C@H]2CON(C)[C@H]2C[C@H]1c1cccc(-c2ccccc2)c1,-5,-4,-9,0.1,/,2,-1,-9
CCC(C)NC(=O)CN(c1cc(Cl)cc(Cl)c1)S(C)(=O)=O (centres undefined),/,/,4,/,-5,/,-2,5
O=C(CSc1nc2c(sc3ccccc32)c(=O)n1CCCN1CCOCC1)NC1CCCC1,4,5,/,/,-4,2,/,/
O=C(Nc1ccccc1C(F)(F)F)Nc1cccc2ccccc12,-1,1,/,/,-2,4,/,/
NC(=O)c1cccc(-c2coc3c(C(=O)NCCc4ccccc4)cccc23)c1,18,-6,-2,0.0,/,-2,3,10
COc1ccccc1/C=C/C(=O)Nc1ccc(S(=O)(=O)Nc2cc(C)on2)cc1,3,0,-16,0.0,11,-10,-2,4
CCOCCCNC(=O)C1CC(=O)N(C2CCCC2)C1 (centres undefined),2,5,12,/,-7,-13,-1,1
CC(C)C[C@@H](COc1ccccc1)N1CCN(CC(C)C)CCC1=O,-5,0,-6,-0.2,3,-24,/,7
CCOC(=O)CSc1nnc2n(Cc3ccccc3)c(=O)c3c4c(sc3n12)CCC4,0,1,/,/,-9,-11,/,/
Cc1ccc(S(=O)(=O)Nc2cccc3c2O[C@H](CN(C)CC2CCCCC2)[C@@H](C)CN([C@@H](C)CO)C3=O)cc1,0,-13,6,-0.1,0,10,2,1
c1cncc(-c2noc(-c3ccc4ccccc4c3)n2)c1,-28,0,-1,0.1,-4,-1,-2,-1

# 4 structures already listed, arranged by formula weight, ascending.
SMILES,esBAF inh,PglD DTNB,RAD52 anneal inh,E-sel inducer,ARNT-TACC3 inh,RAD54 inh,Casp6 inh,ERp5 inh
O=C(Nc1ccccc1C(F)(F)F)Nc1cccc2ccccc12,-1,1,/,/,-2,4,/,/
CC(C)C[C@H]1CN=C(Nc2ccccc2)N1CCc1cccc(F)c1,-5,1,/,/,-3,5,/,/
COc1ccc(NC(=O)c2cc(-c3ccco3)nc3ccccc23)cc1S(=O)(=O)N1CCOCC1,1,-5,-18,5.7,4,6,17,21
C=CC[C@H](CC(=O)NCCO)C(=O)N[C@@H](COC(=O)[C@H](CC=C)CC(=O)OC(C)(C)C)Cc1c[nH]c2ccccc12,5,3,-3,-0.1,-5,-5,0,-1

# (list continues)
SMILES,esBAF inh,PglD DTNB,RAD52 anneal inh,E-sel inducer,ARNT-TACC3 inh,RAD54 inh,Casp6 inh,ERp5 inh
CCC(=O)Nc1ccc2c(c1)OC[C@@H](C)N(Cc1cccnc1)C[C@H](C)[C@H](OC)CN(C)C2=O,-3,2,4,-0.2,/,1,-2,10
Cc1cc2oc(=O)cc(C)c2cc1NC(=O)CCl,/,6,-4,/,-13,1,-5,/
O=[N+]([O-])c1cc(/C=N/O)ccc1Sc1ccccc1,5,0,/,/,-4,3,/,/
CCN(CC)S(=O)(=O)c1ccc(N2CCOCC2)c(NC(=O)c2cc(C)cc(C)c2)c1,/,2,/,0.1,25,-6,/,/
C[C@H](CO)N1C[C@H](C)[C@H](CN(C)C(=O)C2CC2)OCc2ccccc2-c2ccccc2C1=O,1,0,-3,-0.2,-5,10,0,8
CC(C)NC(=O)C1(C)CCCN1C(=O)c1cc(C#N)cs1 (centres undefined),-6,-4,-6,0.0,/,-9,1,4
CC(=O)Nc1nnc(-c2ccccn2)o1,/,/,-14,0.1,15,/,0,-9
O=C(C[C@H]1C=C[C@@H](NS(=O)(=O)c2ccccc2)[C@H](CO)O1)NCCN1CCCCC1,3,1,7,0.0,/,4,-12,-8
Cn1c(Cn2nnc3ccccc32)nnc1SCC(=O)NCc1ccc2c(c1)OCO2,-1,3,-1,/,-3,-4,2,-1
Cc1ccccc1-c1ccc([C@H]2[C@@H](CO)N3CCCCN(S(C)(=O)=O)C[C@H]23)cc1,-2,2,-12,0.6,-2,5,-2,-8
Cc1ccc(CNC(=O)C(=O)NCC2OCCCN2S(=O)(=O)c2cccs2)cc1 (centres undefined),-3,6,-3,0.3,-8,-2,5,4
C[C@@H]1CN([C@H](C)CO)C(=O)c2cc(NS(=O)(=O)c3ccccc3)ccc2O[C@@H]1CN(C)Cc1ccccc1,-1,2,10,-0.3,-9,8,0,1
CCN(CC)S(=O)(=O)c1ccc2c(c1)nc(CCC(=O)O)n2CC,/,/,-9,0.1,-9,/,-1,3
Cc1ccc(C)c(NC(=O)c2cc(-c3cccnc3)nc3ccccc23)c1,/,/,-10,0.1,-2,/,-1,-6
CC(=O)c1ccc(S(=O)(=O)NC2CC2)cc1,-10,2,-9,/,-2,-5,3,3
Cc1ccc(CN2CCSc3ccc(C(=O)NCc4ccccn4)cc32)cc1,-2,-1,-19,/,-3,1,4,1
C[C@]12CCC(=O)C=C1CC[C@@H]1[C@@H]2CC[C@@]2(C)[C@H]1CC[C@@]21CCC(=O)O1,-3,-1,2,-0.3,-3,-2,3,0
CC(CSC(=O)c1ccccc1)C(=O)N1c2ccccc2CC1C(=O)O (centres undefined),0,-3,-41,1.8,/,-4,9,8
C[C@@H]1CCCCO[C@H](CN(C)Cc2ccc(C(=O)O)cc2)[C@H](C)CN([C@H](C)CO)C(=O)c2cc(NS(=O)(=O)c3ccccc3)ccc2O1,1,0,/,0.0,-7,0,/,/
COc1ccc(OC(=O)c2cccc(S(=O)(=O)N3CC(C)OC(C)C3)c2)cc1 (centres undefined),-2,0,-12,/,1,-2,19,8
C[C@@H]1CN([C@@H](C)CO)C(=O)Cc2cc(NC(=O)Cn3cnnn3)ccc2O[C@@H]1CN(C)S(=O)(=O)c1cccs1,1,-1,5,-14,/,-14,-1,7
O=C(COc1ccccc1Cl)NNC(=O)c1ccc2nc[nH]c2c1,-12,1,-6,0.9,-6,-7,4,0
C[C@@H]1CN([C@@H](C)CO)C(=O)c2cc(/C=C/c3ccccc3)cnc2O[C@H]1CN(C)Cc1cccnc1,-2,1,8,0.7,18,-7,0,0
COc1ccc(C(=O)O/N=C(\N)Cc2ccc(Cl)c(Cl)c2)cc1OC,/,/,-15,-0.1,-2,/,6,-4
Cc1ccccc1C(OCC(O)CN1CCCCC1CCO)c1ccccc1 (centres undefined),-7,1,/,/,41,3,/,/
COc1ccc(OC)c(C2C(C#N)=C(N)N(N(C)C)C3=C2C(=O)CCC3)c1 (centres undefined),/,/,-9,1.2,/,/,2,2
C[C@H]1CN([C@@H](C)CO)C(=O)Cc2cc(NC(=O)Cc3ccccc3)ccc2O[C@H]1CN(C)Cc1ccc(-c2ccccc2)cc1,5,0,-15,-2.0,6,8,-1,-1
CC(=O)Oc1cc2oc(=O)cc(C)c2cc1OC(C)=O,-1,1,/,/,11,1,/,/
Oc1cccc(/C=N/Nc2ncnc3c2ncn3Cc2ccccc2)c1,/,3,/,0.0,1,-7,/,/
Cc1ccc(-c2cc(C(=O)O)n[nH]2)o1,0,0,/,/,2,5,/,/
O=C(Nc1ccccn1)c1ccc(Br)c(S(=O)(=O)N2CCCC2)c1,/,-3,-7,-0.7,3,2,-1,-9
Cc1ccc(-n2nnc3c(=O)n(CC(=O)c4ccccc4)cnc32)cc1,-1,-4,0,/,-1,11,2,-4
CCOC(=O)c1c(NC(=O)C(C)Sc2nnc(C)c(=O)[nH]2)sc2c1CCCC2 (centres undefined),-1,-2,5,/,-6,-17,7,2
Cc1cccc(C(=O)c2cccc(C)c2)c1,11,-2,-11,/,-8,-21,5,4
CCCOc1ccccc1C(=O)N1CCNC(=O)C1CC(=O)OC(C)C (centres undefined),-8,-9,9,/,-7,2,1,5
CCC(=O)N1CCN(CCN=CC2=C(O)CC(c3cccs3)CC2=O)CC1 (centres undefined),3,4,-16,/,-1,-3,3,4
O=C1CC(NCc2ccncc2)C(=O)N1c1ccc(Cl)cc1 (centres undefined),8,0,/,/,-8,3,/,/
Cc1ccccc1OCc1nnc(SC(C)C(=O)O)n1Cc1ccccc1 (centres undefined),-4,-4,-19,/,-3,-4,2,-23
CCN(CC)CCSc1nnc2c3cc(C)ccc3n(Cc3ccccc3)c2n1,/,11,35,/,/,?,0,-3
COc1cc(/C=N/NS(=O)(=O)c2ccc(Br)cc2)ccc1O,6,4,7,1.4,-8,-3,-1,4
Cn1c(SCC(=O)NCCNC(=O)CSc2nnc(C(F)(F)F)n2C)nnc1C(F)(F)F,-6,1,-19,/,-4,-17,3,-4
COc1ccc(CCc2nc(C)ccc2O)cc1,37,-1,/,/,-4&-7,-3,/,/
COc1ccc(C)cc1N(CC(=O)NC1CCCC1)C(=O)Cn1nnc(-c2ccc(C)o2)n1,-6,-2,-36,0.1,0,0,5,0
COc1ccc(-c2nc(CS(=O)CC(=O)NC(C)CCc3ccccc3)c(C)o2)cc1OC (centres undefined),4,-2,-6,/,-3,-4,5,-3
Cc1cc(=O)oc2cc(OS(C)(=O)=O)ccc12,-8,/,0,0.4,10,/,-1,-7
